influenza NS1A – NS1A inhibition, H1N1 influenza, cell based functional assay (AID 504329). inhibition, % at 12.5 µM; hits with a dose series show IC50 in µM. NS1A functional cell-based assay, percent inhibition; higher % means a stronger effect. 340,000 tested, 0.3% active; in the data active means a potency from the dose series; inconclusive means inhibition above about 27% without an active follow-up result; further: strong numbers were not always called active
inhibitors of VEEV – inhibitors of VEEV TC-83 cytopathic effect, confirmation, Vero cells (AID 588727). Vero cells, VEEV TC-83 cytopathic effect inhibition; higher % means a stronger effect. one-dose inhibition, % at 20 µM; IC50 in µM for titrated hits. 350,000 tested, 0.13% active; in the data active means a potency from the dose series; inconclusive means inhibition mostly from about 14% at the one dose, without a potency; inactive means the rest, 99 in 100 with inhibition below about 12%; further: strong numbers were not always called active
M. tuberculosis – growth inhibition of non-replicating M. tuberculosis (AID 488890) | Mycobacterium tuberculosis non-replicating, growth inhibition; higher % means a stronger effect | inhibition, % at 25 µM, or IC50 in µM where a hit was titrated | 320,000 tested, 0.39% active; in the data active means a potency from the dose series; inconclusive means inhibition mostly from about 82% at the one dose, without a potency; inactive means the rest, 99 in 100 with inhibition below about 76%;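 further: plate controls were DMSO cells for no effect and high antibiotic wells for full effect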
Salmonella PhoP GFP – Inhibition of PhoP regulon, Salmonella typhi GFP reporter cells, confirmation, 4 h (AID 1850). Salmonella Typhi PhoP-promoter GFP reporter, fluorescence, 4 h; higher % means a stronger effect. one-dose inhibition, % at 50 µM; IC50 in µM for titrated hits. 310,000 tested, 0.33% active; in the data active means a potency from the dose series; inconclusive means inhibition mostly from about 25% at the one dose, without a potency; inactive means the rest, 99 in 100 with inhibition below about 19%;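 further: 0% = induced wells with vehicle and 100% = uninduced wells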
H37Rv inhibition – M. tuberculosis growth inhibition, HTS (AID 449762). M. tuberculosis H37Rv growth inhibition, 7H9 media; higher % means a stronger effect. inhibition, % at 25 µM; hits with a dose series show IC50 in µM. 330,000 tested, 0.59% active; in the data active means a potency from the dose series; inconclusive means inhibition above about 70% without an active follow-up result;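 further: bacterial growth assessed after seven days of incubation; strong numbers were not always called active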
inhibitors of VEEV 10K pilot screen – recorded beside inhibitors of VEEV, whose call it bears; inhibition, %; measured here: 10K pilot screen inhibition
* hit, by the source's call; i = inactive; ? = inconclusive; nt = no result given.

SMILES	influenza NS1A	inhibitors of VEEV	M. tuberculosis	Salmonella PhoP GFP	H37Rv inhibition	others
Cc1cc(NC(=O)COC(=O)CCNS(=O)(=O)c2c(Cl)cccc2Cl)no1	1%	i	-1%	-9%	1%
CC(=O)Nc1ccc(OS(=O)(=O)c2c(C)cc(C)cc2C)cc1	-10%	6.3%	-20%	-2%	-2%
Cc1cc(C)c(C#N)c(SCc2ccccc2F)n1	-4%	1.5%	4%	1%	1%
COc1ccc(C(=O)NC2CC2)cc1OC1CCN(Cc2cnn(C)c2C)CC1	-5%	0.1%	-6%	1%	-1%
CCOC(=O)c1c(N)nn(C(=O)C(C)C)c1-c1ccccc1	-7%	1.0%	-13%	2%	-4%	inhibitors of VEEV 10K pilot screen=1.1
CC(=O)Oc1ccc(-c2cccc(C(=O)OCC(=O)N(C)c3ccccc3)c2)cc1	-1%	10%	-7%	-13%	4%
CC(C)C(=O)N1CCN(c2ccc(NC(=O)c3ccc(Br)o3)cc2)CC1	5%	i	nt	-1%	-8%
Cc1ccc(N(Cc2cc3ccc(C)cc3[nH]c2=O)C(=O)c2cccs2)cc1	nt	nt	-4%	2%	-9%
Cc1nnsc1NC(=O)OCc1ccccc1Cl	25%	2.1%	10%	-4%	-9%
COCCS(=O)(=O)N(Cc1ccc(Br)cc1)[C@@H](C)C(=O)OC	20%	i	nt	nt	nt
O=C(O)CCCC(=O)NNc1nc(-c2ccccc2)c2cc(Cl)ccc2n1	-2%	1.6%	3%	-2%	-6%
Cc1ccc(OCCC(=O)Nc2ccc(S(=O)(=O)Nc3cc(C)nc(C)n3)cc2)cc1	-5%	1.5%	50%	-4%	-3%
O=S(=O)(Cc1ccccc1)CS(=O)(=O)Cc1ccccc1	-2%	i	nt	nt	nt
Cc1ccc(C(=O)CN(C(=O)c2ccc(Cl)c(Cl)c2)N2C(=O)C3C4C=CC(C4)C3C2=O)cc1 (centres undefined)	-5%	6.1%	19%	-5%	4%
CCCCCCCCNC(=O)c1cccnc1SCC(=O)Nc1ccc(OC)cc1OC	-1%	0.8%	-6%	-4%	-2%
COc1ccc(N(CC(=O)Nc2ccc3c(c2)OCCO3)S(=O)(=O)c2cccc(C)c2)cc1	6%	6.9%	nt	nt	nt
CCN(C(=O)COC(=O)c1cnc(C)cn1)c1c(N)n(Cc2ccccc2)c(=O)[nH]c1=O	-15%	1.9%	-9%	nt	-6%
O=C(NCc1nc2ccccc2[nH]1)C1=C[C@H](C2CC2)C[C@H](OCCCCO)O1	-2%	1.1%	3%	-6%	-5%	inhibitors of VEEV 10K pilot screen=1.3
O=C1c2cccnc2C(=O)N1c1cccc([N+](=O)[O-])c1	5%	0.2%	-19%	11%	6%
CCCc1cc(=O)oc2cc(OCc3ccc(C(=O)O)o3)ccc12	-1%	1.8%	-22%	-10%	0%
CCCSCCCNC(=O)CC1Oc2ccccc2NC1=O (centres undefined)	2%	i	nt	3%	3%
CC(NC(=O)C(NS(=O)(=O)c1cccc2nsnc12)C(C)C)c1ccccc1 (centres undefined)	2%	i	nt	-1%	-7%
Cc1c(CC(=O)O)c(=O)oc2cc(OCc3ccc(F)cc3Cl)ccc12	-1%	0.8%	6%	-4%	2%
CS(=O)(=O)Cc1cc(N2CCCC2)nc(-c2ccccc2)n1	5%	i	-5%	4%	1%
Cc1cc(=O)[nH]c(-c2ccccc2)n1	-3%	1.1%	-14%	-3%	-2%
C/C(=N\NC(=O)CC(C)C)c1ccc(Cl)c(Cl)c1	2%	3.4%	18%	2%	-1%
Cc1ccc(C)c(C(=O)CCC(=O)N2CCN(c3cccc(C(F)(F)F)c3)CC2)c1	-3%	i	5%	nt	0%
CC(C)CC1NC2(C(=O)N(C)c3ccccc32)C2C(=O)N(C(C)C)C(=O)C12 (centres undefined)	-6%	i	nt	-10%	-12%
O=C(NC(=S)Nc1ccccc1[N+](=O)[O-])c1ccccc1	4%	2.9%	16%	-7%	11%
O=C(O)CCC(=O)Nc1ccc2c(c1)Cc1cc(NC(=O)CCC(=O)O)ccc1-2	-3%	0.8%	-9%	-16%	-2%

Next section; the last 7 above are carried over.
SMILES	influenza NS1A	inhibitors of VEEV	M. tuberculosis	Salmonella PhoP GFP	H37Rv inhibition	others
CS(=O)(=O)Cc1cc(N2CCCC2)nc(-c2ccccc2)n1	5%	i	-5%	4%	1%
Cc1cc(=O)[nH]c(-c2ccccc2)n1	-3%	1.1%	-14%	-3%	-2%
C/C(=N\NC(=O)CC(C)C)c1ccc(Cl)c(Cl)c1	2%	3.4%	18%	2%	-1%
Cc1ccc(C)c(C(=O)CCC(=O)N2CCN(c3cccc(C(F)(F)F)c3)CC2)c1	-3%	i	5%	nt	0%
CC(C)CC1NC2(C(=O)N(C)c3ccccc32)C2C(=O)N(C(C)C)C(=O)C12 (centres undefined)	-6%	i	nt	-10%	-12%
O=C(NC(=S)Nc1ccccc1[N+](=O)[O-])c1ccccc1	4%	2.9%	16%	-7%	11%
O=C(O)CCC(=O)Nc1ccc2c(c1)Cc1cc(NC(=O)CCC(=O)O)ccc1-2	-3%	0.8%	-9%	-16%	-2%
Cc1ccccc1CSc1n[nH]c(NS(=O)(=O)c2ccccc2)n1	9%	7.2%	8%	1%	-3%
COc1ccc(N2C(=O)CSC23C(=O)Nc2ccccc23)cc1 (centres undefined)	5%	i	nt	-11%	-5%
Cc1cc(C)cc(NC(=O)COC(=O)c2ccc(CN3CCCC3=O)cc2)c1	-4%	2.8%	24%	nt	-5%
CCNS(=O)(=O)c1ccc(NC(=O)Cn2nc(C(F)(F)F)cc2C)cc1	-18%	2.3%	3%	-5%	-3%
CC(C)C(=O)N1CCN(S(=O)(=O)c2ccc3ccccc3c2)CC1	-4%	2.4%	7%	0%	-6%
COC(=O)c1ccc(NC(=O)CSc2nnc(-c3ccncc3)n2C)cc1	2%	3.2%	21%	-5%	-1%
CCOC(=O)C1=C(c2ccccc2)NC(=O)N(C(C)=O)C1c1cccc([N+](=O)[O-])c1 (centres undefined)	-6%	0.2%	8%	-6%	-5%
O=c1c2cc(N3CCOCC3)ccc2[nH]c(=S)n1Cc1cccc(Cl)c1	-2%	1.3%	-1%	-17%	-1%
Cc1ccc(C)n1-c1ccc(N2CCOCC2)c(Br)c1	8%	1.1%	8%	12%	-6%
CN1CCN(S(=O)(=O)c2ccc(NC(=O)c3cccs3)cc2)CC1	-1%	0.8%	-4%	2%	-6%	inhibitors of VEEV 10K pilot screen=1.2
CCN(CC)CC#CCC(O)(c1ccccc1)C1CCCC1 (centres undefined)	-9%	i	8%	0%	2%
COc1ccccc1N1CCN(C(=O)CN(CCc2ccccc2)S(C)(=O)=O)CC1	-3%	i	-6%	-3%	-12%
CCOc1ccccc1CNC(=O)C1CCCN(c2nnc(C)c3c(C)n(-c4ccccc4)nc23)C1 (centres undefined)	0%	0.8%	42%	8%	2%
CCCOC(=O)c1c(NC(=O)CCCn2nc([N+](=O)[O-])cc2C)sc(C(=O)OC)c1C	0%	1.8%	-9%	-6%	2%
O=S(c1ccccc1O)S(=O)c1ccccc1O (centres undefined)	-3%	2.2%	nt	nt	nt
O=C(NCC(c1ccc(F)cc1)N1CCOCC1)c1ccco1 (centres undefined)	-12%	1.9%	-21%	2%	0%
CSc1ccc(C(=O)C2CCCN(Cc3cccnc3)C2)cc1 (centres undefined)	-1%	1.7%	33%	-2%	52%
Cc1nc2c3cc(F)ccc3n(CCN3CCCCC3)c2s1	-7%	2.3%	-2%	2%	-3%
COc1ccccc1NC(=O)c1cc2c(CO)cnc(C)c2oc1=Nc1cc(OC)c(OC)c(OC)c1	15%	0.5%	3%	-6%	8%
COc1ccc(-c2noc(CN(C)C3CCOCC3)n2)cc1	-3%	1.0%	-5%	6%	1%

Copied from the listing for reference:
SMILES	influenza NS1A	inhibitors of VEEV	M. tuberculosis	Salmonella PhoP GFP	H37Rv inhibition	others
CCOc1ccccc1CNC(=O)C1CCCN(c2nnc(C)c3c(C)n(-c4ccccc4)nc23)C1 (centres undefined)	0%	0.8%	42%	8%	2%
CCCOC(=O)c1c(NC(=O)CCCn2nc([N+](=O)[O-])cc2C)sc(C(=O)OC)c1C	0%	1.8%	-9%	-6%	2%

Continuation.
SMILES	influenza NS1A	inhibitors of VEEV	M. tuberculosis	Salmonella PhoP GFP	H37Rv inhibition	others
CC1(C)Cc2c(cnn2-c2ccc(F)cc2)C(NC(=O)c2ccc(=O)oc2)C1 (centres undefined)	-9%	2.0%	19%	-7%	-17%
CSCCC(NC(=O)c1cccc(C)c1)C(=O)O (centres undefined)	-3%	1.0%	-7%	6%	4%
CCOC(=O)c1cnn(CCOC(=O)Cc2cccs2)c1NC(=O)Cc1cccs1	-1%	2.9%	11%	-15%	-8%
Cc1cc(C(C)(C)C)ccc1NC(=O)CC(C)(C)CC(=O)O	nt	0.1%	-12%	1%	-3%
O=C(Nc1ccc2c(c1)CCCN2C(=O)c1ccccc1)c1ccccc1Br	2%	21%	24%	0%	?
Cc1ccc(NC(=O)COC(=O)C2(c3ccc(Cl)cc3)CCCC2)cc1	-2%	3.5%	15%	-1%	-9%
O=C1/C(=C/c2cccnc2)SC(=NCc2ccccc2)N1Cc1ccccc1	1%	i	-8%	-2%	10%
COc1ccc(C(=O)O/N=C/c2c(C(F)(F)F)nn(C)c2SCc2ccccc2Cl)cc1	-8%	i	22%	-5%	0%
COn1c2c(c3c4no[n+]([O-])c4ccc31)CCCC2	3%	0.3%	-5%	-2%	12%
COCCNC(=O)c1cc2cc3ccc(OC)cc3nc2o1	-6%	1.5%	11%	9%	3%
O=C(NC1CCN(Cc2ccccc2)C1)c1cccc(S(=O)(=O)N2CCOCC2)c1 (centres undefined)	-4%	9.6%	nt	nt	nt
O=C(Cc1c(F)cccc1Cl)Nc1cc(S(=O)(=O)N2CCOCC2)ccc1N1CCCC1	-3%	4.8%	10%	nt	5%
COc1ccc(OC)c(NC(=O)COc2ccc(Br)cc2)c1	-6%	0.1%	27%	-10%	1%
C/C=C/COC(=O)C1=C(C)NC(=O)NC1c1ccc2c(c1)OCO2 (centres undefined)	-3%	2.4%	14%	10%	5%
CN(C)C(=S)NC(=O)C12CC3CC(C)(CC(C)(C3)C1)C2	-16%	0.6%	7%	-2%	-1%
CCOP(=S)(OCC)SCC(=O)NC(C)(CC)C(=O)O (centres undefined)	-1%	5.3%	-13%	-1%	-1%
O=C(O)C1CCN(S(=O)(=O)c2ccc3c(c2)OCCCO3)CC1	-6%	i	10%	9%	6%
Cc1ccc(-n2ncc3c(N4CCCC(C)C4)ncnc32)c(C)c1 (centres undefined)	8%	9.0%	nt	3%	1%
O=C(N/N=C1/SCC(=O)N1Cc1ccco1)c1ccccc1F	-2%	2.1%	-19%	8%	-1%
COc1ccc(CN2CC=C(c3ccc(F)cc3)CC2)cc1Br	2%	i	14%	-2%	9%
COc1ccc(CC(=O)OC(C)C(=O)Nc2ccc(S(N)(=O)=O)cc2)cc1 (centres undefined)	-13%	1.6%	-17%	8%	-6%
CCCCCCn1c(-c2cccs2)n[nH]c1=S	-8%	2.4%	26%	-21%	6%
COc1ccc(OC)c(NC(=O)c2ccc(CSc3ncccn3)cc2)c1	-5%	3.4%	71%	-2%	10%
C/C(=N\NC(=O)COc1ccc(C#N)cc1)c1ccccc1OC(F)F	9%	2.3%	51%	1%	1%
O=C(COC(=O)c1ccc(Cl)c(S(=O)(=O)N2CCCCCC2)c1)Nc1ccccc1	-3%	0.3%	33%	-5%	5%
O=C(c1ccc(N2CCCC2=O)cc1)N1CCN(c2cccc(C(F)(F)F)c2)CC1	1%	4.5%	nt	nt	nt
Cc1cc(Br)cn2cc(C(=O)O)nc12	-1%	0.7%	-14%	6%	-8%
COc1ccc(OCC(=O)Nn2c(-c3cccc(OC)c3)nc3ccccc3c2=O)cc1	8%	0.7%	-12%	-3%	-5%
O=C(O)c1cccnc1Oc1ccccc1	6%	0.4%	9%	-4%	7%
Cc1ccn2c(=O)nc(SCC(=O)NCc3ccco3)nc2c1	-2%	0.5%	-10%	1%	5%
Cc1cc(OCC(=O)Nc2ccc3oc(-c4ccncc4)nc3c2)ccc1Cl	-2%	i	62%	0%	-5%
O=C(NCc1ccccc1)C(c1cccnc1)N(C(=O)c1csnn1)c1ccc(F)cc1 (centres undefined)	-5%	2.2%	-3%	4%	6%
O=C(NCCc1ccncc1)C12CC3CC(CC(C3)C1)C2	-4%	1.2%	9%	0%	-13%
NC(N)=N/N=C(\N=Nc1ccccc1)c1ccc(Cl)cc1	26%	4.8%	nt	nt	nt
O=C(Nc1ccc(Br)cn1)c1cccc(-c2cc3ccccc3oc2=O)c1	2%	1.0%	27%	-15%	0%
COc1cc(/C=N/NC(=O)c2cc(-c3ccccc3)sc2N)cc(OC)c1OC	nt	nt	-7%	1%	-9%
